NCI-60 one-dose screen, 48 h, at 10 µM unless noted. Numbers give growth in % (100 = growth as untreated, 0 = no growth, -100 = all killed).
DU-145 = DU-145 prostate cancer; AID 1794760; 4.2% of 81,000 active
U251 = U251 CNS tumor cells; 5.4% of 80,000 active
SF-295 = SF-295 CNS cancer cells. 5.6% of 79,000 active
SNB-19 = SNB-19 CNS cancer cells; 2.5% of 81,000 active; AID 1794751
SF-268 = SF-268 CNS cancer cells. 3.1% of 82,000 active. AID 1794759
OVCAR-8 = OVCAR-8 ovarian cancer; 4.4% of 81,000 active
SF-539 = SF-539 CNS cancer; 6.8% of 81,000 active; AID 1794752
PC-3 = PC-3 prostate cancer cells; 3.9% of 80,000 active; AID 1794754
* hit, by the source's call; · = no result given; & = joins results of further samples; [ ] = remark or other dose. Rule for the calls: active = growth percent below 10; inactive = the rest.

entry	Structure	U251	SF-268	PC-3	SNB-19	SF-295	SF-539	DU-145	OVCAR-8
1	CC(=O)O[C@@H]1CC2C(C)(C)CCCC2(C)C2=C1C(=O)C(C(C)C)=CC2=O (stereo partly specified)	3.6*	27	12	21	-34*	-39*	-19*	-2.0*
2	O=C(Nc1ccc(S(=O)(=O)Nc2ncccn2)cc1)c1ccc(C(=O)Nc2ccc(S(=O)(=O)Nc3ncccn3)cc2)cc1	103	96	94	109	103	99	99	97
3	CCCN(CCC)C(=O)C(C)C	104	107	95	103	107	99	110	108
4	O=C1CSC(=S)N1/N=C/c1cccc2ccccc12	100	103	95	98	94	86	106	107
5	COC(=O)[C@H](Cc1cn(C)cn1)NC(=O)[C@@H](NC(=O)Nc1cc(C(F)(F)F)cc(C(F)(F)F)c1)C(C)C	-95*[100 µM]	-89*[100 µM]	-90*[100 µM]	-90*[100 µM]	-91*[100 µM]	·	-97*[100 µM]	-80*[100 µM]
6	S=c1sscc1-c1ccccc1	107	105	91	93	116	103	·	104
7	CCOC(=O)c1ccc(NC(=O)N2CC(C)OC(C)C2)cc1 (stereo unspecified)	97	106	103	93	98	96	111	101
8	Nc1n[nH]c2cccc(C#Cc3cccc(NC(=O)c4cc(Cl)cc(Cl)c4)c3)c12	102	114	86	102	101	73	105	98
9	CNC(=O)c1cc(Oc2ccc3nc(NC(=O)Nc4ccc(CN5CCOCC5)c(C(F)(F)F)c4)sc3c2)ccn1	22	35	8.3*	·	11	16	31	18
10	Cc1ccc(-c2cc(-c3cc(-c4ccc(C)cc4)nc(N)n3)nc(N)n2)cc1	99	109	100	·	96	97	109	102
11	O=C(COC(=O)C1=NN(c2ccccc2)C(=O)CC1)Nc1ccc2c(c1)OCCO2	96	102	96	101	102	120	104	97
12	N=C(N)c1ccc(-c2ccc(-c3ccc(Cl)cn3)s2)cc1	-25*	80	56	66	-41*	40	38	38
13	CCOC(=O)C1C(=O)C=C(c2ccc(Cl)cc2)CC1c1sc(N(C)Cc2ccccc2)nc1Cl (stereo unspecified)	95	79	68	92	79	89	105	88
14	Cn1c2c(c3cccc(Cl)c31)C(C#N)C1(CCOCC1)NC2=O (stereo unspecified)	100	92	86	86	112	94	117	85
15	CC(=O)NCc1ccc(S(N)(=O)=O)cc1	93	95	86	103	98	105	105	96
16	Cc1ccc(NC(=O)NC2CCCCC2)cc1	100	108	104	102	105	102	114	106
17	CC1(c2ccccc2)CO1 (stereo unspecified)	98	107	104	102	110	102	111	102
18	O=C(O)c1cc(=O)[nH]c2ccccc12	104&107	89&99	85&95	96&103	117&101	94&99	107&111	97&103
19	Clc1ccc(CNc2nc(SCCN3CCOCC3)nc3c2cnn3CC(Cl)c2ccc(Br)cc2)cc1 (stereo unspecified)	38	49	34	50	14	27	57	44
20	CN(C)CCC(=O)c1ccc2c(c1)CCCC2	94	97	93	110	93	94	110	101

Compound profiles, as listed above. Order of values: U251	SF-268	PC-3	SNB-19	SF-295	SF-539	DU-145	OVCAR-8
Profile of CC1(c2ccccc2)CO1 (stereo unspecified) : 98	107	104	102	110	102	111	102
Profile of COC(=O)[C@H](Cc1cn(C)cn1)NC(=O)[C@@H](NC(=O)Nc1cc(C(F)(F)F)cc(C(F)(F)F)c1)C(C)C : -95*[100 µM]	-89*[100 µM]	-90*[100 µM]	-90*[100 µM]	-91*[100 µM]	·	-97*[100 µM]	-80*[100 µM]

Grouped by structure, the compounds so far containing a Cl atom (5)
entry	Structure	U251	SF-268	PC-3	SNB-19	SF-295	SF-539	DU-145	OVCAR-8
8	Nc1n[nH]c2cccc(C#Cc3cccc(NC(=O)c4cc(Cl)cc(Cl)c4)c3)c12	102	114	86	102	101	73	105	98
12	N=C(N)c1ccc(-c2ccc(-c3ccc(Cl)cn3)s2)cc1	-25*	80	56	66	-41*	40	38	38
13	CCOC(=O)C1C(=O)C=C(c2ccc(Cl)cc2)CC1c1sc(N(C)Cc2ccccc2)nc1Cl (stereo unspecified)	95	79	68	92	79	89	105	88
14	Cn1c2c(c3cccc(Cl)c31)C(C#N)C1(CCOCC1)NC2=O (stereo unspecified)	100	92	86	86	112	94	117	85
19	Clc1ccc(CNc2nc(SCCN3CCOCC3)nc3c2cnn3CC(Cl)c2ccc(Br)cc2)cc1 (stereo unspecified)	38	49	34	50	14	27	57	44

Returning to the listing, starting 6 compounds before the break.
entry	Structure	U251	SF-268	PC-3	SNB-19	SF-295	SF-539	DU-145	OVCAR-8
15	CC(=O)NCc1ccc(S(N)(=O)=O)cc1	93	95	86	103	98	105	105	96
16	Cc1ccc(NC(=O)NC2CCCCC2)cc1	100	108	104	102	105	102	114	106
17	CC1(c2ccccc2)CO1 (stereo unspecified)	98	107	104	102	110	102	111	102
18	O=C(O)c1cc(=O)[nH]c2ccccc12	104&107	89&99	85&95	96&103	117&101	94&99	107&111	97&103
19	Clc1ccc(CNc2nc(SCCN3CCOCC3)nc3c2cnn3CC(Cl)c2ccc(Br)cc2)cc1 (stereo unspecified)	38	49	34	50	14	27	57	44
20	CN(C)CCC(=O)c1ccc2c(c1)CCCC2	94	97	93	110	93	94	110	101
21	COc1cccc2c1C(=O)c1c(O)c3c(c(O)c1C2=O)C[C@@](O)(C(=O)COC(=O)c1cccnc1)C[C@@H]3OC1CC(N)C(O)C(C)O1 (stereo partly specified)	-14*	-30*	-42*	5.2*	-57*	-36*	7.8*	-16*
22	Cc1c(O)cccc1[N+](=O)[O-]	102	98	90	115	103	101	113	108
23	C(=N\Nc1nc(N/N=C/c2ccc3c(c2)OCO3)nc(N2CCOCC2)n1)/c1ccc2c(c1)OCO2	76	91	70	94	91	82	76	74
24	O=[N+]([O-])c1ccc2c(c1)sc1nc(-c3c[nH]c4ccccc34)c(Nc3ccc(Br)cc3)n12	105	87	87	102	96	107	105	101
25	Nn1c(-c2ccccn2)nn2c(=O)c3cnn(-c4ccccc4)c3nc12	96	104	98	99	99	99	106	102
26	S=c1c2c([nH]c3ccccc13)CCCC2	101	92	86	96	98	91	107	93
27	O=C(NNC(=O)c1ccc(Cl)cc1)c1ccccc1	103	101	99	108	102	93	105	106
28	COc1cc(-c2cc(=O)c3c(O)cc(O)cc3o2)cc(OC)c1OC	69	91	62	73	79	64	79	83
29	O=C(c1ccccc1)C(c1ccccc1)C(Cl)c1ccccc1 (stereo unspecified)	85	84	89	90	90	94	96	89
30	CN1CCc2nc3sc(C(=O)Nc4ccccc4)c(N)c3cc2C1	104	97	89	100	108	96	108	100
31	O=C(OC1CCCCC1)c1ccc(Cl)cc1	98	100	97	109	111	106	106	104
32	C=COC=O	100	93	91	105	103	90	104	97
33	Cc1ccc(Cc2cnc(NC(=O)C3=NCCCCN3)s2)cc1	105	97	102	100	103	98	109	104
34	O=C1c2cccc3cccc(c23)C(=O)N1Nc1nc(Nc2cnccn2)nc(N2CCOCC2)n1	·	101	101	106	109	109	109	105
35	COc1ccc(C(=O)NNc2ccc(-c3ccccc3)nn2)cc1	99	96	106	98	101	92	105	101
36	Cc1nc2ccc(Nc3nc(NCCO)nc(N4CCOCC4)n3)cc2n1Cc1ccccc1	100	92	109	92	106	103	110	91
37	Cc1ccccc1C1(O)c2ccccc2-c2ccccc21	100	106	77	95	·	97	109	100
38	COc1cc(C2CC(c3ccc(C)cc3)=NN2C=O)ccc1Oc1nc2c(c(=O)n(C)c(=O)n2C)n1C (stereo unspecified)	93	58	74	67	70	116	64	92
39	CCNc1ccc2c(-c3ccccc3C(=O)O)c3ccc(=[N+](CC)CC)cc-3oc2c1	63	109	71	88	101	102	108	104
40	CC(=O)Cc1cc(-c2cc(CC(C)=O)nc(N)n2)nc(N)n1	96	108	104	·	96	101	111	101
41	CCNc1nnc(CSc2nc3ccccc3c(=O)n2CCc2ccccn2)s1	100	100	109	97	96	108	105	97
42	CCCC(=O)NNc1nccc(Nc2ccc(S(=O)(=O)Nc3ccccn3)cc2)n1	98	100	102	109	101	93	109	97
43	N#C/C(=C\NCc1ccc(Cl)cc1Cl)S(=O)(=O)c1ccccc1	103	107	91	114	102	·	114	104
44	C/C(=N\Nc1ccc(S(N)(=O)=O)cc1)c1cc2ccccc2oc1=O	95	91	89	99	98	92	105	97
45	N#Cc1c(N)nc(NCCO)nc1-c1ccc(F)cc1	90	103	93	104	99	99	113	100
46	CCCCCOC(=O)c1ccc(NC(=O)CNCCC)cc1	89	92	68	95	99	105	103	91
47	Cc1nc2ccc(N)nc2nc1C	111	108	102	109	124	·	117	109
48	O=C1N=c2ccccc2=C1c1sc(N2CCCCC2)nc1O	100	97	96	90	97	89	95	97
49	C=CCC(NC(=O)Cc1ccccc1)C(=O)OCC (stereo unspecified)	100	102	92	102	96	97	107	98
50	O=c1ccc2c(ccc3ncc4c(=O)[nH]cnc4c32)o1	101	98	97	100	109	104	109	99
51	c1ccc2c(c1)ccc1c2nnc2nnnn21	109	96	83	98	138	103	99	94
52	Cc1cc(C(=O)C(C(c2ccccc2)N2CCOCC2)N2CCOCC2)ccc1Cl (stereo unspecified)	105	102	74	95	74	108	115	102
53	COc1ccc(CCc2nc3cc(-c4c(C)noc4C)ccc3n2CCN2CCOCC2)cc1	17	50	12	49	-35*	90	80	35
54	COc1cc2c(cc1OC)/C(=C/c1sc(=S)[nH]c1O)C(C(=O)O)=N2	106	102	93	102	107	112	111	99
55	Cc1ccc(C(=O)Nc2nc3cc(C(=O)N4CCN(C(c5ccccc5)c5ccccc5)CC4)ccc3o2)cc1	25[6.75 µM]	53[6.75 µM]	37[6.75 µM]	37[6.75 µM]	13[6.75 µM]	52[6.75 µM]	45[6.75 µM]	34[6.75 µM]
56	CC/C(=C/c1ccccc1O)c1ccc2ccccc2[o+]1	101	91	94	98	102	99	106	105
57	CC1=C(C(=O)Nc2ccc(F)cc2)C(c2ccc(Cl)cc2)C2=C(CC(C)(C)CC2=O)N1 (stereo unspecified)	82	86	62	86	·	94	105	89
58	Cc1c2cccnc2c(C)c2c1c1cc(O)ccc1n2C	70	49	66	54	80	53	65	44
59	C#CCOc1ccccc1C(Nc1ccc(F)cc1C)c1nnnn1C1CCCCC1 (stereo unspecified)	87	90	75	89	75	92	102	90
60	Cc1cc(=O)n2c(-c3ccc(Cl)cc3)cnc2[nH]1	95	95	90	99	114	100	97	98
61	CCCCCCCCCCCCCCCCCC(=O)NNc1ccccc1	99	87	100	102	96	115	97	99

High-throughput results deposited in PubChem BioAssay by NCI.
